# Mtb RmlCD inh – inhibitors of Mycobacterium tuberculosis RmlC and RmlD coupled enzymes | P9WH09+P9WH11 | RmlC+RmlD coupled enzyme assay, percent inhibition; primary screen in compound mixtures | inhibition, % at 3.6 µM | 160,000 tested, 0.03% active | AID 1533; in the data active = inhibition mostly above about 34%, no sharp cut-off; inconclusive = no clear call, values can overlap the other calls; inactive = mostly below about 22%; also: some results filed as inactive read as strong as hits
# Target sequence (P9WH09 whole entry, looked up): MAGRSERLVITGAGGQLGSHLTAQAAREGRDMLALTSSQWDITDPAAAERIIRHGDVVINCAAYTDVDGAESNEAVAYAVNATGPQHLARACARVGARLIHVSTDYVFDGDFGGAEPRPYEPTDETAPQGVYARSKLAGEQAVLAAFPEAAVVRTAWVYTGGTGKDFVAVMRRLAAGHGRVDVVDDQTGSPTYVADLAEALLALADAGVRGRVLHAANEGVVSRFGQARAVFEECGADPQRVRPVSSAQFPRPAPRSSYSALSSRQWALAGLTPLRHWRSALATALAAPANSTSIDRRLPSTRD
# Target sequence (P9WH11 whole entry, looked up): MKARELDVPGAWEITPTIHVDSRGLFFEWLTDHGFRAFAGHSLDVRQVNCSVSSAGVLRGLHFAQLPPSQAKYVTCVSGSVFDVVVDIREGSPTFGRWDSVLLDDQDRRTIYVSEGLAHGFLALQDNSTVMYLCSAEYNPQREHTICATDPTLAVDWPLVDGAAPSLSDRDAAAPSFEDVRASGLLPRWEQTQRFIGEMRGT
# M. tuberculosis GlmU – inhibition of mycobacterial GlmU enzyme – biochemical, glucosamine-1-phosphate acetyltransferase (AID 1376); inhibition, %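 (tested at 30 µM in the primary screen)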, or IC50 in µM where a hit was titrated; M. tuberculosis GlmU acetyltransferase enzyme assay; higher % means a stronger effect; 220,000 tested, 0.25% active; in the data active = inhibition above about 13%; inconclusive = no clear call, values can overlap the other calls;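 also: 0% = complete reaction with vehicle and 100% = reaction without substrate; strong numbers were not always called active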
# Numbers without * were called inactive; ? = inconclusive; . = not tested or not shown.
Compound	Mtb RmlCD inh	M. tuberculosis GlmU
CCN(CC)c1ccc(C(=O)c2ccccc2C(=O)O)c(O)c1	3.6	4.4%
CCC(C)C(NC(=O)/C(=C\c1ccccc1)NC(=O)c1ccc(OC)cc1)C(=O)O (stereo unspecified)	.	-2.5%
O=C1[C@@H]2[C@@H]3C[C@@H]([C@H]4ON=C(c5ccc(Cl)cc5)[C@@H]34)[C@@H]2C(=O)N1c1ccc2c(c1)OCO2	7.2	-7.1%
O=C(CN1CCN(Cc2ccccc2Cl)C1=O)N1CCCCCC1	.	4.6%
CCc1nn2c(N3CCOCC3)cc(C)nc2c1-c1ccc(F)cc1	1.0	1.3%
CC1(C)CC(NC(=O)C23CCC(C)(C(=O)C2=O)C3(C)C)CC(C)(C)N1 (stereo unspecified)	-6.1	-6.6%
O=C1c2ccccc2C(=O)N1CC1c2ccccc2CCN1S(=O)(=O)c1cnc[nH]1 (stereo unspecified)	-9.9	-0.5%
O=C(Nc1ccc2c(c1)OCCO2)c1ccncc1	35.0	2.5%
Cc1c(Cl)cccc1N(Cc1ccc(C(=O)O)cc1)S(=O)(=O)c1ccccc1	.	-4.7%
COc1ccc(Cc2nnc(NC(=O)c3ccc(OC)c(OC)c3)s2)cc1OC	-7.0	-3.4%
Cc1nn(C)c(C)c1/C=N/NC(=O)CCn1cc([N+](=O)[O-])cn1	.	1.8%
CCCCN1C(=O)CCC(C(=O)O)C1c1ccc(OC)cc1 (stereo unspecified)	3.5	-3.5%
O=C(Cc1ccccc1)Nc1cccc(-c2nc3ncccc3o2)c1	-5.8	-1.9%
CN(C)CC/C=C1\c2cc(F)ccc2CSc2ccccc21	-5.5	2.5%
COc1ccc(OC)c(N(CC(=O)N2CCCC2)S(=O)(=O)c2ccc(OC)c(OC)c2)c1	-6.8	3.8%
COc1ccc(Cn2c(SCc3cc(C)ccc3C)nc3cc(OC)c(OC)cc3c2=N)cc1	?	-0.8%
CCNc1nc(NCC)nc(N/N=C/c2cc(OC)c(OC)c(OC)c2)n1	-4.9	-4.0%
O=C(c1cccc([N+](=O)[O-])c1)C12CN3CN(CN(C3)C1)C2	.	-1.5%
CCOc1ccc(CNC(=O)CCCOc2cc(=O)n(C)c3ccccc23)cc1	-5.7	6.7%
CCN(CC)C(=O)Oc1c(Cl)cc(Cl)c2cccnc12	3.7	-2.4%

# Record cards, from the list above. Order of screens: Mtb RmlCD inh, M. tuberculosis GlmU
# Shown for CCNc1nc(NCC)nc(N/N=C/c2cc(OC)c(OC)c(OC)c2)n1 = -4.9, -4.0%
# Shown for CCCCN1C(=O)CCC(C(=O)O)C1c1ccc(OC)cc1 (stereo unspecified) = 3.5, -3.5%

# (listing goes on)
Compound	Mtb RmlCD inh	M. tuberculosis GlmU
CCN(CC)CCOc1ccc2c(c1)C(=NO)c1cc(OCCN(CC)CC)ccc1-2	.	-5.0%
CCN1C=C(Cc2cccs2)C2=C(C1)C(c1cccs1)C(C#N)=C(N)O2 (stereo unspecified)	-3.8	1.8%
S=c1sc(SCCOc2ccccc2)nn1-c1ccccc1	3.7	0.3%
O=C(O)C1OC2OC3(CCCCC3)OC2C2OC3(CCCCC3)OC12 (stereo unspecified)	32.0	-1.4%
CCC1=C(OC(=O)N(CC)CC)N2C(=O)OC(=NCC(=O)OC)[C@]2(C)[C@H]2C1=CC[C@H]1C(=O)N(CC(=O)OC)C(=O)[C@H]12	.	2.5%
COC(CNC(=O)c1cc(Sc2nnc(C)s2)nc2ccccc12)OC	6.6	2.0%
Cc1ccc(N2CCN(c3ccc(C)cc3)C(CC(=O)O)C2=O)cc1 (stereo unspecified)	11.2	0.0%
Fc1cc(F)c2nc(N3CCOCC3)sc2c1	23.9	1.7%
Cc1ccc(S(=O)(=O)N2CCN(C(=O)c3ccccc3)C2)cc1[N+](=O)[O-]	-11.1	7.7%
CC(C)Oc1ccc(Cc2c(O)nc(NCCCN(C)C)[nH]c2=O)cc1	.	-4.9%
O=C(Nc1ccccc1)c1ccc(-c2ccc(F)cc2)s1	3.5	-8.6%
Cn1c(SCC(=O)NCc2cccs2)nnc1-c1ccc(O)cc1	-10.4	-4.1%
COc1cc(/C=N/NC(=O)c2cccc([N+](=O)[O-])c2)ccc1OC(=O)c1ccco1	40.9	1.6%
CN(Cc1ccccc1)C(=O)N1CCOCC1	.	-1.0%
Cc1cccc(C(=O)N2CCN(c3ccc(C(F)(F)F)cn3)CC2)c1C	.	2.9%
CCOC(=O)c1ccc(NC(=O)CCc2nc(-c3ccccc3Cl)no2)cc1	0.4	1.6%
Nc1nc(F)nc2c1ncn2[C@@H]1O[C@H](CO)[C@@H](O)[C@H]1O	.	4.7%
CCCc1cc(=O)n2c([nH]c3ccccc32)c1C#N	.	2.3%
O=C(NC1CCN(Cc2ccccc2)CC1)c1ccc2c(c1)[nH]c(=O)n2Cc1ccc(F)cc1	-33.3	-2.7%
CC(=O)N[C@H]1C[C@@H]1c1ccccc1	.	-0.4%
CCOC(=O)Nc1csnn1	82.8	1.1%
Cc1nn(-c2ccccc2)c(C)c1CCC(=O)O	1.2	4.8%
COC(=O)CN(c1cc(Cl)ccc1OC)S(=O)(=O)c1ccc(C)cc1	4.0	8.2%
O=[N+]([O-])c1ccc(C(O)CNC(=S)Nc2ccccc2)cc1 (stereo unspecified)	-8.0	7.5%
Cc1ccc(NC(=O)CCSCCC(=O)Nc2ccc(C)c(C)c2)cc1C	-2.3	1.1%
Cc1sc2nc(C)n(/N=C/c3ccccc3O)c(=O)c2c1C	9.0	4.7%
CN(C)CC(O)COC(c1ccccc1)c1ccccc1 (stereo unspecified)	6.5	-1.5%
CC(=O)Nc1sc(NC(=O)c2ccccc2)nc1-c1cccs1	-4.2	1.8%
COc1cccc(C2=CC(=O)CCC2)c1OC	.	2.4%
O=C(CCNc1cc(Cl)cc(Cl)c1)c1cccs1	27.4	-4.7%
CCCCC(=O)NC1(C(F)(F)F)NC(=O)N(C)C1=O (stereo unspecified)	.	-0.9%
CC(C)COc1ccc(C(=O)Nc2ccc(NC(=O)c3ccco3)c(Cl)c2)cc1	11.4	-0.1%
COc1ccc(C(C)=O)cc1CSc1nncn1-c1ccccc1	-3.3	2.3%
C=CCSc1nc2sc3c(c2c(=O)n1CC)CCc1ccccc1-3	.	3.0%
CCOC(=O)c1cc2c(n(-c3ccccc3)c1=O)CC(C)(C)CC2=O	-2.1	-3.2%
O=C(COC(=O)c1cc(-c2ccccc2)nc2ccccc12)Nc1ccc2c(c1)OCO2	0.5	-1.0%
COC(=O)C1=C(C)N(c2ccccc2)/C(=C/c2ccco2)C1=O	-4.9	0.0%
NS(=O)(=O)c1ccc(CCNC(=O)C(=O)C2C(=O)Nc3ccccc32)cc1 (stereo unspecified)	1.6	3.5%
CCOC(=O)C1CCN(CC(O)COc2ccc(C(C)=O)cc2)CC1 (stereo unspecified)	9.2	-0.7%
Cc1ccccc1-n1c(=O)cc(N2CCN(C(=O)c3ccco3)CC2)[nH]c1=O	5.8	0.9%
COc1ccc(CCN2C(=O)CSC2=Nc2ccc(C)cc2C)cc1OC	-7.4	2.9%
COc1ccc(-c2nn(-c3ccccc3)cc2/C=N/Nc2cccc(C(=O)O)c2)cc1	-17.5	2.7%
CC(=O)c1sc2nc(C)c3c(c2c1N)CCCC3	21.9	1.0%
COc1cccc(C(=O)COc2ccc3c(C)c(Cc4ccccc4)c(=O)oc3c2C)c1	.	0.4%
Cc1ccc(NC(=O)c2cc(F)c(F)cc2Cl)nc1	.	-1.5%
CC1CC(C)CN(C(=O)c2ccc(N3CC4CC(C3)c3cccc(=O)n3C4)c([N+](=O)[O-])c2)C1 (stereo unspecified)	-1.9	1.6%
Cc1ccc(N2C(=O)NC(=O)C(CCc3ccccn3)(Cc3ccc(F)cc3)C2=O)cc1 (stereo unspecified)	-5.6	-8.8%
CCOC(=O)CSc1[nH]c2cc(OC)ccc2c1[N+](=O)[O-]	4.2	-6.5%
CC(C)(C)c1ccc(C2=CC(c3ccccc3)n3ncnc3N2)cc1 (stereo unspecified)	.	4.3%
Cn1cnnc1SCC(=O)c1ccc2c(c1)OCO2	8.9	1.1%

# More records follow:
Compound	Mtb RmlCD inh	M. tuberculosis GlmU
CCCN(CC1CC1)C(=O)CSc1ncnc2sc(C)c(C)c12	8.7	3.5%
CCOC(=O)C1CCN(C(=O)c2ccccc2NC(=O)c2ccc(Cl)cc2)CC1	-6.0	-0.4%
Cc1cc(C(F)F)n2nc(C(=O)Nc3sc4c(c3C#N)CCC(C)C4)nc2n1 (stereo unspecified)	.	7.6%
Cc1onc(-c2ccccc2)c1C(=O)Nc1cccc(C#N)c1	5.7	2.0%
O=C(COc1ccccc1)Nc1cccc(-c2nc3ccccc3[nH]2)c1	.	-2.3%
O=C(NNC(=O)c1ccccc1Br)c1ccc(Cl)cc1	4.7	1.5%
Cc1ccc(C)c(NC(=O)CSc2c(C)n[nH]c2C)c1	.	4.1%
Cc1onc(-c2ccccc2Cl)c1C(=O)Nc1ccc(S(=O)(=O)NCC2CCCO2)cc1 (stereo unspecified)	-9.0	3.4%
COc1ccccc1NC(=O)c1ccc(-c2ccc(Br)cc2)o1	2.3	3.8%
O=C(CC1SCCNC1=O)Nc1cccc(C(F)(F)F)c1 (stereo unspecified)	0.8	-0.7%
S=C(NCCc1ccccc1)Nc1cnc2ccccc2c1	7.8	-0.9%
CCC1=C(OC(=O)N(CC)CC)N2C(=O)OC(=NCCOC)[C@]2(Cc2ccccc2)[C@H]2C1=CC[C@H]1C(=O)N(C)C(=O)[C@H]12	.	-6.2%
COc1ccc(OC)c(NC(=O)C2CCN(C(=O)c3cccs3)CC2)c1	-8.9	2.4%
CC(C)NS(=O)(=O)c1ccc(OCC(=O)N2CCCC2)c(Cl)c1	6.8	-0.1%
CC(C)(C)C(=O)OCCNc1nc(-c2ccccc2)nc2ccccc12	-10.1	-6.2%
O=C(Nc1cc([N+](=O)[O-])ccc1N1CCCC1)c1ccco1	4.9	0.7%
Cc1ccnc(NC(=O)c2ccc(COc3ccc(Cl)cc3)o2)c1	0.5	.
Cc1oc(-c2ccccc2F)nc1CN1CCC(C(=O)NC2CCCc3ccccc32)CC1 (stereo unspecified)	-10.7	-5.7%
O=C1OCCN1CCN(CN1C(=O)CCC1=O)CN1C(=O)CCC1=O	-2.7	-4.4%
CCOc1ccc(CCNC(=O)COC(=O)c2cccc(OC)c2O)cc1OCC	0.1	-2.8%
Cc1nc(Nc2ccc(C(=O)O)cc2)nc(Nc2ccc(C(=O)O)cc2)c1[N+](=O)[O-]	-7.1	211µM*
O=C(O)CCC(=O)N1CC=C(c2ccccc2)CC1	0.8	3.9%
COc1cc(CN2CCN(C(C)C)C(CCO)C2)ccc1OCc1ccccc1 (stereo unspecified)	-6.8	-5.6%
COCC(C)N=Cc1c(O)[nH]c2ccccc12 (stereo unspecified)	-9.1	-3.2%
O=C(c1ccc(Cl)c(S(=O)(=O)N2CCOCC2)c1)N1CCCCC1	1.1	-5.3%
Cc1ccc(NC(=O)CSc2nnc3ccccn23)cc1	2.2	2.4%
Cc1ccc(OCCC(=O)OCC(=O)N2c3ccccc3CC2C)cc1 (stereo unspecified)	4.3	-0.6%
O=C1CC(C(=O)Nc2cccc(Cl)c2)n2ncnc2N1 (stereo unspecified)	3.8	2.6%
O=C(/C=C/C(=O)N1CCc2ccccc2C1)N1CCc2ccccc2C1	36.5	2.8%
O=C(NCCc1nnc2ccc(NCC3CCCO3)nn12)c1ccccc1 (stereo unspecified)	3.3	7.3%

# Retrieved by compound from the entries so far, 3 records:
Compound	Mtb RmlCD inh	M. tuberculosis GlmU
O=C(NCCc1nnc2ccc(NCC3CCCO3)nn12)c1ccccc1 (stereo unspecified)	3.3	7.3%
O=C(/C=C/C(=O)N1CCc2ccccc2C1)N1CCc2ccccc2C1	36.5	2.8%
Cc1ccc(OCCC(=O)OCC(=O)N2c3ccccc3CC2C)cc1 (stereo unspecified)	4.3	-0.6%

# The list continues.
Compound	Mtb RmlCD inh	M. tuberculosis GlmU
CCOC(=O)c1ccc(N2C(=O)CC(C(=O)OC)=C2C)cc1	.	-2.0%
CC(C)c1cccc(C(C)C)c1NC(=S)Nc1cccc(Cl)c1	.	5.7%
OC1(c2ccccc2)CN(c2ccccc2)C2=[N+]1CCS2 (stereo unspecified)	7.0	1.3%
CC(C)C[C@H](CO)Nc1nc(Nc2cccc(Cl)c2)c2ncn(C(C)C)c2n1	.	3.8%
Cc1nc(NC(=O)C2CC2)sc1C(=O)NC1CCCCC1	-2.7	-4.6%
COC(=O)c1ccc(Cl)c(NC(=O)CN2CCN(C)CC2)c1	.	1.1%
O=C(OCC(=O)N1CCCC1)c1ccc(NS(=O)(=O)c2cccs2)cc1O	11.8	3.3%
CC(=O)c1ccc(NC(=O)CSc2nnc(NC(=O)CN3CCOCC3)s2)cc1	-8.9	7.1%
CN(C)C(=O)N1CCC(C(=O)NCc2ccccc2)CC1	.	-1.9%
O=C(NCc1cccs1)c1ccccc1[N+](=O)[O-]	-9.9	7.6%
O=C(CSc1ncccn1)NC(=O)NCc1ccco1	4.6	4.0%
Cn1c2ccccc2c2cc(/C=C(\NC(=O)c3ccccc3)C(=O)NCC(=O)O)ccc21	9.5	-2.2%
O=C(CSc1nnc(-c2ccc(F)cc2)c2ccccc12)Nc1cccc(Cl)c1	12.8	-11.4%
CSc1ncccc1C(=O)N1CCCC(C(=O)c2cc(F)ccc2F)C1 (stereo unspecified)	-6.1	1.4%

# High-throughput results deposited in PubChem by several laboratories.

# The list is partial. The share of hits here may be higher or lower than overall.
